# Screens: PubChem BioAssay, several laboratories
# Mcl1 Noxa PPI – Mcl-1/Noxa interaction inhibition; inhibition, % at 21.7 µM; TR-FRET Mcl-1/Noxa peptide binding, 2 h; Q07820; actives 1.5% (n = 220,000);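 active = compounds that cut the protein-peptide binding signal by more than 50% relative to plate controls in a single-dose test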;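 note: His-tagged Mcl-1 with rhodamine Noxa BH3 peptide and terbium anti-His antibody; 0% = Mcl-1 plus Noxa peptide wells and 100% = peptide-only wells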
# Target sequence (Q07820 whole entry, looked up): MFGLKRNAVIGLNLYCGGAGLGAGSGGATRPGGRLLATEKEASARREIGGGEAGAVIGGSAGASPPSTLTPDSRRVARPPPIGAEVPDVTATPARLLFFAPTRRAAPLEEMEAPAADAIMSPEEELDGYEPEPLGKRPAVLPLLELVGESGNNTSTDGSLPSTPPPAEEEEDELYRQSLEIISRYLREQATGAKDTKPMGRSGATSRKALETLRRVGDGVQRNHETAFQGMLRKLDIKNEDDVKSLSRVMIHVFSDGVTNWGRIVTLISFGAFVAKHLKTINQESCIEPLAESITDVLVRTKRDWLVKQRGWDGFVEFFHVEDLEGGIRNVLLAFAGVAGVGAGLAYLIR
# Mcl1 Bid PPI – disrupts binding of human Mcl-1 to Bid peptide; Q07820; TR-FRET Mcl-1/Bid-Dy647 peptide binding, 1536-well; inhibition, % at 21.7 µM; actives 0.97% (n = 220,000); AID 1021;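 active = compounds that cut the binding signal by more than half at the single screening dose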;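 note: His-tagged Mcl-1 with europium anti-His antibody binding Bid BH3 peptide; 0% = Mcl-1 plus peptide wells and 100% = peptide-only wells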
# Pf gamet viab – P. falciparum stage V gametocyte viability inhibition; P. falciparum stage V gametocytes, ATP luminescence, 24 h; inhibition, % at 10.9 µM; actives 0.065% (n = 150,000); AID 743093;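 active = inhibition above the mean plus 3 SD of compounds within the control limits, set per campaign, cut at about 38% in these data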;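 note: 0% = DMSO wells and 100% = medium only without gametocytes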
# Avidin bead fluor – compound fluoresces at 488/530 nm on avidin beads; compound fluorescence 488/530 nm, flow cytometry; active compounds read high; fluorescence (KMESF) at 10 µM; actives 0.38% (n = 220,000); AID 1775; in the data active = fluorescence above about 47; note: inactives centre near 10
# * marks the source's active call; other numbers are inactive results. Only part of the results is shown. The share of hits here may be higher or lower than overall.
# Results follow in this order: Avidin bead fluor, Mcl1 Bid PPI, Mcl1 Noxa PPI, Pf gamet viab
O=C(O)CCNC(=O)/C(=C\C=C\c1ccccc1)NC(=O)c1ccccc1
 : 8, -42, 9, 5
O=C(Nc1ccc(F)cc1)c1ccc(CSc2ccc(Cl)cc2)o1
 : 6, -2, 9, 1
S=c1[nH]nc(-c2ccc(Cl)cc2)n1-c1cccnc1
 : 6, -88, 11, 6
COc1ccc(NC(=O)CC(CC(=O)O)c2cc(OC)c(OC)c(OC)c2)cc1 (stereo unspecified)
 : 6, -23, -4, -7
COc1ccc(NC2c3ccccc3C(=O)N2Cc2ccc3c(c2)OCO3)cc1 (stereo unspecified)
 : 12, -82, -3, -8
CC(=O)Nc1ccc(S(=O)(=O)N2C(=O)c3cccc4cccc2c34)cc1
 : 12, -2, -33, 9
CCOC(=O)c1ccc(OC)c(OC)c1Cl
 : 9, 9, 0, 15
Cc1cc(=O)oc2cc(OCCCC[n+]3ccccc3)ccc12
 : 8, -18, -7, 21
CCOC(=O)NNC(=O)CCn1c2c(c3ccccc31)CCCC2
 : 6, -32, 1, 14
O=C(/C=C/c1ccc(S(=O)(=O)N2CCOCC2)cc1)OCC(=O)c1ccc([N+](=O)[O-])cc1
 : 9, -40, -1, 8
O=C1/C(=C/c2cccs2)SC(=S)N1c1cccc(O)c1
 : 5, -8, 4, 9
Cc1cc(C)c2c(c1)/C(=N\N=c1\sc3ccccc3n1C)C(=O)N2
 : 9, -17, 26, -4
Cc1cc(/C=N/NC(=O)c2ccc(O)cc2)c(C)n1CC(C)C
 : 3, -31, 3, -13
Cc1ccc2nc(Cl)c(C3CC(c4ccco4)=NN3S(C)(=O)=O)cc2c1 (stereo unspecified)
 : 17, -12, -4, 21
Cc1ccc(-c2ccccc2)n1-c1cccc(C(=O)O)c1
 : 3, -40, 9, -6
CC(C)=NOc1nc(N2CCOCC2)nc(N2CCOCC2)n1
 : 6, -4, -1, -15
Cc1ccc(S(=O)(=O)NC(C)(C)CN2CCc3ccccc3C2)cc1
 : 6, -63, -4, 11
COc1ccc2c(c1OC)C[N+]1([O-])CCc3cc4c(cc3C1C2)OCO4 (stereo unspecified)
 : 8, -42, 5, 5
Cc1c(OCc2ccc(C(=O)O)cc2)ccc2c(-c3ccccc3)cc(=O)oc12
 : 3, -4, 21, 9
CNC(=O)NC(=O)Cn1nc2n(c1=O)-c1ccccc1SC2
 : 6, -16, -4, -4
CCOCCCn1c(=NC(=O)c2cccs2)c(C#N)cc2c(=O)n3cccc(C)c3nc21
 : 8, 2, 21, 11
COc1ccc(N=Cc2c(O)c3ccccc3n2C(C)=O)cc1
 : 9, -137, 17, 0
COc1ccc(/C=N/Nc2cc(C)nc(N3CCOCC3)n2)c(OC)c1
 : 3, -10, 2, -4
COC(=O)CNc1nc(Cl)nc(N2CCC(C)CC2)n1
 : 7, 11, -1, -17
COc1ccc(-c2cc(-c3ccco3)[nH]c(=O)c2C#N)cc1
 : 6, 0, 44, 17
Cc1ccc(C2CC(=O)C=C(NCc3ccccc3)C2)cc1 (stereo unspecified)
 : 7, -81, -9, -2
COc1ccc(C2C(C(=O)c3cccs3)=C(O)C(=O)N2c2cccc(C)n2)cc1 (stereo unspecified)
 : 26, -105, 5, -3
CC(C)(C)c1ccc2c(c1)OC(C(=O)N/N=C\c1ccc(-c3cccc(C(=O)O)c3)o1)CO2 (stereo unspecified)
 : 5, 22, 28, -20
CCCCOC(=O)CSc1nc2ccccc2o1
 : 7, -2, -9, -11
Cc1c[nH]c(=O)c([N+](=O)[O-])c1
 : 4, -16, -17, -14
O=C(CSc1nnc(-c2ccncc2)n1Cc1ccccc1)NC1CCCCC1
 : 9, -59, -11, 5
COc1ccc(CNc2nc(NCc3ccc(OC)cc3)c3[nH]cnc3n2)cc1
 : 9, -18, 25, -24
c1ccc(CSc2nc3ncncc3[nH]2)cc1
 : 9, 5, 11, -12
Cc1ccc(Sc2cc(NCCCO)c([N+](=O)[O-])c3nonc23)cc1
 : 13, 5, 23, 8
COc1cc(C(=O)O)c([N+](=O)[O-])c(OC)c1OC
 : 3, -5, 4, 10
CN(NC(=O)c1ccc(Cl)cc1)c1ncc(C(F)(F)F)cc1Cl
 : 3, 6, 1, 2
Cc1nn(CC(=O)O)c(C)c1N
 : 11, -66, 5, 13
S=C1NC[C@H](Cc2cccc3ccccc23)N1CC1CCCCC1
 : 15, -54, 16, 23
Cc1ccc(NC(=O)N2CCN(C)CC2)cc1NC(=O)N1CCN(C)CC1
 : 7, -27, 1, -18
N/C(CN1CCCCC1)=N\S(=O)(=O)c1cc(Cl)cc(Cl)c1
 : 4, -10, 15, -16
CCCCOC(=O)c1nnc(-c2ccc(Cl)cc2)o1
 : 3, -3, 15, 12
S=C1NCN(Cc2cccnc2)CN1c1cccc(Cl)c1
 : 7, -27, -6, 14
O=C(Nc1ccc2ccccc2n1)Nc1cccs1
 : 7, -16, -5, -12
C[C@H](Nc1ccc(C(F)(F)F)cc1[N+](=O)[O-])C(=O)O
 : 7, -17, -18, 6
CC1(C)Cc2c(c(-c3ccco3)nc3sc4c(NCCCO)ncnc4c23)CO1
 : 6, 2, 49, -20
CSc1oc(-c2cccs2)nc1S(=O)(=O)c1ccccc1
 : 7, -19, 12, -28
O=C(NNc1ccc(F)cc1)c1c(F)cccc1Cl
 : 6, -6, 7, 4
COc1ccc(Br)cc1/C=N/NC(=O)Cn1nnnc1N
 : 9, 5, -18, 19
COC(=O)c1cc2c(cc1Cl)N1CCCCCC1=NS2(=O)=O
 : 3, -10, -4, 16
Cc1ccc(NC(=O)c2nc[nH]c2C(=O)NCC(=O)OC(C)(C)C)cc1
 : 10, -36, -8, 20
CCOC(=O)C1(Cc2cccc(F)c2)CCN(Cc2ccc(COC)o2)CC1
 : 7, -9, 9, 0
COC(=O)CSc1nc(N)c(C#N)c(-c2ccc(O)cc2)c1C#N
 : 15, 57*, 39, 19
CSCC[C@H](NC(=O)OC(C)(C)C)C(=O)NCC1CCC(C(=O)O)CC1 (stereo partly specified)
 : 23, -99, 13, -2
Cc1nc(SCC(=O)Nc2cc(C(N)=O)cc(C(N)=O)c2)c2c(C)c(C)sc2n1
 : 3, -36, 10, 11
COc1ccc(-c2cc([C@H]3[C@H]4C=CC[C@@H](C)[C@@H]4C(=O)N3Cc3ccccc3)ccc2F)cc1OC
 : 6, -100, -9, 20
CC(C#Cc1c([C@@H](C)Oc2ccccc2)nnn1Cc1ccccc1)Oc1ccccc1 (stereo partly specified)
 : 14, -38, -11, -19
Cc1ccc(Nc2c(-c3ccc(N(C)C)cc3)nc3ncccn23)cc1
 : 14, -23, 30, 18
Cc1onc(-c2c(Cl)cccc2Cl)c1/C(N)=N/OC(=O)C1CC1
 : 5, -4, 6, 6
O=C1N/C(=N\S(=O)(=O)Cc2ccccc2)S/C1=C/c1cccc([N+](=O)[O-])c1
 : 5, 8, 10, 6
CC1Oc2ccccc2C=C1/C=N\NC(=O)c1cccnc1 (stereo unspecified)
 : 8, -6, 23, -41

# For convenience, some entries already given.
# Results follow in this order: Avidin bead fluor, Mcl1 Bid PPI, Mcl1 Noxa PPI, Pf gamet viab
COc1ccc(Br)cc1/C=N/NC(=O)Cn1nnnc1N
 : 9, 5, -18, 19
COC(=O)c1cc2c(cc1Cl)N1CCCCCC1=NS2(=O)=O
 : 3, -10, -4, 16
Cc1ccc(NC(=O)c2nc[nH]c2C(=O)NCC(=O)OC(C)(C)C)cc1
 : 10, -36, -8, 20
CCOC(=O)C1(Cc2cccc(F)c2)CCN(Cc2ccc(COC)o2)CC1
 : 7, -9, 9, 0
COC(=O)CSc1nc(N)c(C#N)c(-c2ccc(O)cc2)c1C#N
 : 15, 57*, 39, 19
CSCC[C@H](NC(=O)OC(C)(C)C)C(=O)NCC1CCC(C(=O)O)CC1 (stereo partly specified)
 : 23, -99, 13, -2
Cc1nc(SCC(=O)Nc2cc(C(N)=O)cc(C(N)=O)c2)c2c(C)c(C)sc2n1
 : 3, -36, 10, 11
COc1ccc(-c2cc([C@H]3[C@H]4C=CC[C@@H](C)[C@@H]4C(=O)N3Cc3ccccc3)ccc2F)cc1OC
 : 6, -100, -9, 20
CC(C#Cc1c([C@@H](C)Oc2ccccc2)nnn1Cc1ccccc1)Oc1ccccc1 (stereo partly specified)
 : 14, -38, -11, -19
Cc1ccc(Nc2c(-c3ccc(N(C)C)cc3)nc3ncccn23)cc1
 : 14, -23, 30, 18
Cc1onc(-c2c(Cl)cccc2Cl)c1/C(N)=N/OC(=O)C1CC1
 : 5, -4, 6, 6
O=C1N/C(=N\S(=O)(=O)Cc2ccccc2)S/C1=C/c1cccc([N+](=O)[O-])c1
 : 5, 8, 10, 6
CC1Oc2ccccc2C=C1/C=N\NC(=O)c1cccnc1 (stereo unspecified)
 : 8, -6, 23, -41

# The list goes on:
# Results follow in this order: Avidin bead fluor, Mcl1 Bid PPI, Mcl1 Noxa PPI, Pf gamet viab
Cn1cc(NC(=O)Nc2ccc(C(F)(F)F)cc2)c(C(F)(F)F)n1
 : 7, 7, -1, 1
O=C(Nc1ccc2ccccc2n1)C1CCCCC1
 : 9, -5, 5, 2
CC1(C(=O)NNC(=O)c2ccc(=O)oc2)CC1Br (stereo unspecified)
 : 7, -112, -53, 17
Cc1ccc(NC(=O)CNCC(c2ccccc2)N(C)C)cc1F (stereo unspecified)
 : 7, 2, 31, -2
O=C(Cc1ccccc1Cl)NC1(O)C(=O)c2ccccc2C1=O
 : 26, -21, 14, -9
O=C(Nc1ncc(S(=O)(=O)c2ccc([N+](=O)[O-])cc2)s1)c1cccnc1
 : 7, -11, 11, -22
Cc1ccc(S(=O)(=O)CCSc2nccn2C)cc1
 : 6, -42, 3, -12
Cc1ccc(NC(=O)Cc2ncon2)cc1Cl
 : 4, 4, 15, 5
Cc1nn(Cc2ccccc2)c(C)c1/C=N/NC(=O)c1ccccc1O
 : 5, -86, 17, 6
O=c1[nH]nc(SCc2ccccc2)n1C1CC2C=CC1C2 (stereo unspecified)
 : 6, -11, 8, 8
CCCN(Cc1cc(=O)[nH]c2ccccc12)C(=O)CC
 : 6, 3, -1, -14
COc1ccc(CCNC(=O)c2cc3c(=O)n(C)c4ccccc4c3n2C)c(OC)c1
 : 3, -15, -14, 16
S=c1[nH]nc(-c2cccc3ccccc23)n1-c1cccnc1
 : 7, -42, 8, -23
Brc1ccc(-c2ncc3ccccn23)cc1
 : 11, -39, 8, -18
CCC(C)(C)c1ccc(OCCCC[n+]2cccc(C)c2C)c(C(C)(C)CC)c1
 : 5, -5, 8, 3
O=C1CS/C(=N\NC(=O)c2ccccc2)N1
 : 7, 3, -11, 6
Fc1ccccc1-c1nc(NCc2ccccc2)c2ccccc2n1
 : 8, 1, -6, 9
COc1ccc(/C=C/C(=O)NC(=S)NNC(=O)c2cnccn2)cc1
 : 43, -137, -104, -5
CC(=O)CSc1cc(-c2ccccc2)nc2ncnn12
 : 7, -16, 29, -22
Cc1nc(C(=O)N2CCCC(C(=O)c3ccc(Cl)cc3)C2)cs1 (stereo unspecified)
 : 5, -7, -5, -2
CCCCNc1ccc(C(CC(N)=O)NC(=O)Cc2ccc(Br)cc2)cc1[N+](=O)[O-] (stereo unspecified)
 : 7, -6, -5, 23
COc1ccc([C@H]2C=C(C(=O)O)O[C@@H](OCCCCO)C2)cc1
 : 9, -28, 4, 20
Cc1cc2nc(-c3ccccc3)cc(=O)n2[nH]1
 : 5, -15, -6, -3
O=C(O)c1ccc(N2C(=O)CC(N3C(=O)/C(=C/c4ccc(Cl)cc4)SC3=S)C2=O)cc1 (stereo unspecified)
 : 7, -18, 4, -2
OCC[C@H]1C[C@@H](O)[C@H](O)[C@]2(CCCCO2)O1
 : 8, -55, -5, -5
COc1ccc(-c2nc3c4ccccc4ccn3c2CN2CCCCC2)cc1OC
 : 8, 10, 12, 11
Cc1cccn2c(=O)c3cc(C(=O)NC(C)c4ccccc4)c(=N)n(CCCn4ccnc4)c3nc12 (stereo unspecified)
 : 8, -13, 42, 8
O=C(NNc1ccc(F)cc1F)c1c(F)cccc1Cl
 : 4, 31, 1, -5
c1ccc(Oc2ccc(-c3ccn[nH]3)cc2)cc1
 : 6, -1, 12, 4
COCCn1c(-c2cccc(Br)c2)nc2c(c(=O)c3ccccc3n2C)c1=O
 : 5, 22, 6, 1
CSc1ccccc1Nc1ncnc(N)n1
 : 7, -4, 3, 16
COC(=O)[C@@H]1C[C@@H]2CC[C@@H](O)C[C@@H]2N1Cc1ccccc1OS(=O)(=O)c1ccc(C)cc1
 : 9, -59, -7, -33
Cc1ccc2c(c1)C(c1ccccc1)N(C(=O)c1ccc3c(c1)OCO3)CC(=O)N2 (stereo unspecified)
 : 8, -1, 13, -6
O=C(NNC(=S)Nc1ccc(F)cc1)C1[C@H]2CCCC[C@@H]12 (stereo partly specified)
 : 6, -188, -65, -39
O=C(C1CCCN1S(=O)(=O)c1cccc2nsnc12)N1CCCCC1 (stereo unspecified)
 : 8, -11, 9, 8
COc1cc2c(C(=O)O)c(C)n(-c3ccccc3)c2c2ccccc12
 : 6, -15, 11, -23
O=c1cc(O)c2sc(Nc3ccc(Cl)c(F)c3)nc2[nH]1
 : 41, -180, 51*, 12
COc1ccccc1CCNC(=O)Cc1cccs1
 : 7, 15, 22, 9
Cc1ccccc1-c1noc(-c2ccccc2C(=O)NCC2CCCO2)n1 (stereo unspecified)
 : 9, 7, -3, 13
Cn1cnc(S(=O)(=O)Nc2ccc3c(c2)OCCO3)c1
 : 5, -38, -3, 11
